DRD3 antagonist: antagonists of human D3 dopamine receptor; P35462; D3R cells, DiscoveRx beta-arrestin luminescence, antagonist mode; active compounds read low; max response, negative = inhibition, %; 2.5% of 360,000 active; AID 652054; in the data active = max response below about -50%; inconclusive = no clear call, values can overlap the other calls; note: % is set by controls: 0 for no effect and ±100 for the full control effect; mostly tested at two doses, the higher about 12 µM
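Cells expressing the human receptor were seeded at 1500 cells/well, incubated overnight at 37 degrees C in 5% CO2, then exposed to library compounds with dopamine controls for 90 minutes at 37 degrees C before luminescent detection.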
GLP1R ag: GLP-1 receptor (human) agonism. P43220. HEK293 GLP-1R CRE-luciferase, luminescence, 4-6 h; cells express a hypersensitive GLP-1R form. Potency, µM (doses to about 45.6 µM), inactives show at the top dose activation, hits mostly activators. 0.007% of 380,000 active. AID 624172; note: potency is the fitted concentration of half-maximal effect; % of control where 0% means no effect
Target sequence (P43220 whole entry, looked up): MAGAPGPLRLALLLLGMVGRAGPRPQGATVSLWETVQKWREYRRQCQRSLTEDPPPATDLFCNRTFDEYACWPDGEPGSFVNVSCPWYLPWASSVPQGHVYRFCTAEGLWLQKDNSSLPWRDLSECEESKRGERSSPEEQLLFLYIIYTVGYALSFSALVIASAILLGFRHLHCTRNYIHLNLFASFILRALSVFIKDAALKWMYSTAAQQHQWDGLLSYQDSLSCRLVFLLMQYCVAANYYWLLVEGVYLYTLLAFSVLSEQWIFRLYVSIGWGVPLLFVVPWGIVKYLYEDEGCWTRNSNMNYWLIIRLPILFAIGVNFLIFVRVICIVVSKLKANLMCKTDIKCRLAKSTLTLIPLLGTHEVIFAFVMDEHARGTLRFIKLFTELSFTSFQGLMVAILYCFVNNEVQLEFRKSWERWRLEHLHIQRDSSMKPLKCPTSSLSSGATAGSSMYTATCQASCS
D3 ag: D3 dopamine receptor (human) agonism | 0.58% of 410,000 active | max activation, % | D3R DiscoveRx beta-arrestin cells, luminescence, 90 min | AID 652048 | P35462; in the data active = max activation above about 30%; note: 0% is about no effect; mostly tested at two doses, the higher about 12 µM
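Agonist-mode cell screen: cells plated at 1500/well and incubated overnight at 37 °C, then exposed to library compounds for 90 min at 37 °C. Detection reagent was added for 30–60 min at room temperature, and luminescence was read.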
GLP1R inv ag: GLP-1 receptor (human) inverse agonism | P43220 | HEK293 GLP-1R CRE-luciferase, luminescence, 24 h; GLP-1R form is constitutively active | Potency, µM (top dose mostly 38.3 µM), without a hit: at the top dose activity change, negative = inhibition, usual class: inhibitors | 1.6% of 410,000 active | AID 624417; note: potency is the fitted concentration of half-maximal effect; % is set by controls: 0 for no effect and ±100 for the full control effect; nearly all actives have a fitted effect of over 55% in size
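Inverse agonists were sought by their lowering of basal cAMP reporter luciferase output in HEK293 cells stably carrying constitutively active human GLP-1R, after 24 h compound treatment.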
PTHR1 agonist: activates the human parathyroid hormone receptor PTHR1; HEK293 GP2 PTHR1 cells, GloSensor cAMP luminescence, 1 h; Potency, µM (titrated, usually from 115 µM), for inactives: top-dose activation, actives largely listed as activators; 0.075% of 410,000 active; note: potency is the fitted concentration of half-maximal effect; nearly all actives have a fitted effect of over 55% in size; some results filed as inactive show a strong effect at the top dose; inactives centre near -15; many of its hits are not listed in these tables
Target sequence (Q03431 whole entry, looked up): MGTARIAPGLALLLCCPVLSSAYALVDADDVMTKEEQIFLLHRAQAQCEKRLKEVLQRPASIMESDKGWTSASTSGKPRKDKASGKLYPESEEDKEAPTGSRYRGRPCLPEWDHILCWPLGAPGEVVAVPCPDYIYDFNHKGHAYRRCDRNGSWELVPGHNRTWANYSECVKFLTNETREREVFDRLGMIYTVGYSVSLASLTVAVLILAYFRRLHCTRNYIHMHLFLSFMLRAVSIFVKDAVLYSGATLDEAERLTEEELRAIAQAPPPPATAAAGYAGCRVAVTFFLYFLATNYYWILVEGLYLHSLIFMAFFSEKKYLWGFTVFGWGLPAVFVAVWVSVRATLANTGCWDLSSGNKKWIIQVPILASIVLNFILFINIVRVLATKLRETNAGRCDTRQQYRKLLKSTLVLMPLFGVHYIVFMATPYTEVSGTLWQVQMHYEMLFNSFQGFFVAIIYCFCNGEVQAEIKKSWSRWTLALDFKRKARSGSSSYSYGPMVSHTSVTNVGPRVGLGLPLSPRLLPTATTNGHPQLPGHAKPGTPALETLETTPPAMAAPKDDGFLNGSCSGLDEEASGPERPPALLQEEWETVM
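HEK-293-derived GP2 cells expressing PTHR1 and a GloSensor cAMP reporter, 3,000/well, plated overnight, given luciferin plus IBMX (each 0.5 mM as added) for 1 h at 37 °C, then compound for 1 h at 37 °C. Luminescence was read after 15 min at room temperature.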
HEK293 tox: cytotoxic in the GLP-1 receptor inverse agonist counter-screen. HEK293 cAMP-luciferase reporter cells, luminescence, 24 h. Potency, µM (doses to about 38.3 µM), for inactives: top-dose activity change, negative = inhibition, hits mostly inhibitors. 0.13% of 410,000 active. AID 624418;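 note: loss of luciferase light is scored as toxicity; potency is the fitted concentration of half-maximal effect; % is set by controls: 0 for no effect and ±100 for the full control effect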
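Compound-treated cells are incubated 24 hr at 37 deg C under 5% CO2 after a 12 hour attachment period, then luciferase detection reagent is added and luminescence is measured following 12 min at room temperature; lowered signal indicates toxicity.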
aSyn yeast inh: alpha-synuclein toxicity inhibition in yeast | Yeast expressing alpha-synuclein, growth rescue, BacTiter-Glo, 24 h | Potency, µM (doses to about 46.1 µM), for the others: top-dose growth rescue (activation), usual class: activators | 0.14% of 370,000 active | AID 652106; note: potency is the fitted concentration of half-maximal effect; % of control where 0% means no effect; nearly all actives have a fitted effect of over 65% in size
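Galactose-induced alpha-syn yeast (OD600=0.02, raffinose-pregrown) + pinned cpd, 24 hr, 30 deg C; growth by BacTiter-Glo luminescence. Growth restoration scores as activation.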
KB-V1 MDR tox: KB-V1 MDR subline cytotoxicity; KB-V1 MDR cells viability, CellTiter-Glo, 72 h; Potency, µM (series often up to 46.1 µM), inactives show top-dose activity change, negative = cytotoxicity, usual class: cytotoxic; 3.4% of 400,000 active; note: potency is the fitted concentration of half-maximal effect; % is set by controls: 0 for no effect and ±100 for the full control effect; nearly all actives have a fitted effect of over 60% in size
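Readout: CellTiter-Glo luminescence, 10 min after addition. Cells: KB-V1 MDR subline, 72 h at 37 degrees C with compound. Analysis: corrected, normalized data fitted to concentration-effect curves.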
TDP-43 yeast inh: rescues yeast growth from TDP-43 toxicity; TDP-43 expressing yeast growth rescue, BacTiter-Glo, 24 h; Potency, µM (doses to about 46.1 µM), for inactives: at the highest dose growth rescue (activation), most hits filed as activators; 1.8% of 410,000 active; note: potency is the fitted concentration of half-maximal effect; % of control where 0% means no effect; nearly all actives have a fitted effect of over 50% in size
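Yeast expressing TDP-43 (pregrown in raffinose, seeded at OD600=0.02 in galactose medium) exposed to compounds 24 hr at 30 deg C. Growth read by BacTiter-Glo luminescence; rescue of toxicity appears as increased signal.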
Numbers without * were called inactive; i = inactive; u = inconclusive; x = not tested or not shown; & = joins results of further samples; [ ] = dose if it differs, or a comment. Unless noted, calls come from the whole dose curve; as a rule, active = well fitted curve in the direction sought with a large enough effect; inconclusive = small, poorly fitted or top-dose-only effect, or another doubt; inactive = no such curve, though single readings can be large; an effect the other way counts as inactive or inconclusive. Some of the compounds tested, so the mix of outcomes need not match the whole.

#	Molecule	DRD3 antagonist	GLP1R ag	D3 ag	GLP1R inv ag	PTHR1 agonist
1	COC(=O)c1cn(CC(=O)Nc2ccccc2C)c2ccccc12	-12	4%	-7	2%	i
2	O=C(COc1ccc(Br)cc1Cl)NC(=O)NC1CCCC1	-2	12%	-3	3.5µM*	-39%[inhibitor]
3	CC1Cc2ccccc2N1CC(=O)N(C)c1c(N)n(Cc2ccccc2)c(=O)[nH]c1=O (stereo not given)	8	0%	4	-27%	-19%
4	O=C(c1ccc(F)cc1)N1CCCC(C(=O)N2CCN(c3ccccc3)CC2)C1 (stereo not given)	-21	12%	-19	2%	-23%
5	CCOc1ccc(OCCOC(=O)CN2C(=O)NC3(CCCC3)C2=O)cc1	-8	-13%	-5	-11%	i
6	COc1ccc(N2C(=O)C(C)C(Cc3ccc(C)cc3)C2=O)cc1 (stereo not given)	16	3%	3	6%	-12%
7	CCCCC(CC)CNC(=O)c1cccs1 (stereo not given)	-17	0%	-14	-45%	-20%[57.5 µM]
8	Fc1ccccc1N1CCN(c2ncc3c(n2)CCN(Cc2cc(Br)cs2)C3)CC1	x	x	-5	9%	-8%
9	CCOC(=O)C1CCC(CN(Cc2ccc(Cl)cc2)S(=O)(=O)c2ccc(Br)cc2)CC1 (stereo not given)	x	x	3	12%	-4%
10	O=[N+]([O-])c1ccc(NCCN2CCOCC2)c([N+](=O)[O-])c1	-8	7%	3	23%	14%

#	HEK293 tox	aSyn yeast inh	KB-V1 MDR tox	TDP-43 yeast inh
1	-3%	-4%	1%	-6%
2	0%	4%	-8%	21%
3	14%	5%	u	7%
4	18%	1%	-2%	1%
5	0%	-4%	11%	-11%
6	-7%	-3%	u	1%
7	6%	-2%	-1%	13%
8	-1%	x	4%	6%
9	15%	x	4%	6%
10	2%	0%	-3%	-8%

The listing continues:
#	Molecule	DRD3 antagonist	GLP1R ag	D3 ag	GLP1R inv ag	PTHR1 agonist
11	CCC(=O)N1CCc2cc(S(=O)(=O)N(CC)c3cccc(C)c3)ccc21	-26	-1%	-10	13%	-4%
12	CCCCC1=CC2=CC(=O)C(C)(OC(=O)CC)C(=O)C2=CN1c1ccc(OC)cc1 (stereo not given)	-8	-3%	2	-5%	i
13	COc1ccccc1C(=O)OC1CCCN(C)C1 (stereo not given)	-12	6%	-10	1%	-10%
14	Cc1cc(=O)[nH]c(SCCCOc2ccccc2Cl)n1	11	19%	13	0%	-19%[57.5 µM]
15	Cc1ccc(Cl)cc1N1CCN(C(=O)CN(C2CCCCC2)S(C)(=O)=O)CC1	60	-13%	8	u	-15%[57.5 µM]
16	N#Cc1c(N2CCOCC2)nc(N2CCCCC2)c2c1CCN(C1CCCCC1)C2	47	1%	-14	12%	-8%
17	CCCN(CCC)C(=O)C1CCN(c2cc(C)nc3c(-c4ccc(OC)c(OC)c4)c(C)nn23)CC1	0	0%	2	18%	-18%
18	Cc1cccc(C)c1NC(=S)NC1CCCCC1	3	11%	4	u	i
19	COc1ccccc1C1C=C(c2ccccc2)Nc2nnnn21 (stereo not given)	-18	-2%	2	-29%	-4%[57.5 µM]
20	CC1CCC(NC(=O)C2(C)Cc3ccccc3C(=O)N2Cc2ccc(F)cc2)CC1 (stereo not given)	x	x	1	12%	i

#	HEK293 tox	aSyn yeast inh	KB-V1 MDR tox	TDP-43 yeast inh
11	-10%	2%	-2%	0%
12	-2%	0%	-5%	2%
13	0%	-1%	11%	-3%
14	-8%	2%	-21%	0%
15	-14%	19%	-9%	20%
16	51%[activator]	-1%	u	-2%
17	2%	-15%	-9%	-16%
18	5%[1.53 µM]	-9%	u	12%
19	89%[activator]	20%	8.2µM*	18%
20	1%	x	x	7%

The listing continues.
#	Molecule	DRD3 antagonist	GLP1R ag	D3 ag	GLP1R inv ag	PTHR1 agonist
21	Cc1cc([N+](=O)[O-])ccc1N=Nc1c(N)[nH]n(-c2ccccc2)c1=O	-14	2%	-4	-3%[7.66 µM]	i
22	COc1ccc(C(=O)CC(c2ccccc2)C2CCCCC2=O)cc1 (stereo not given)	8	0%	-3	u	9%[57.5 µM]
23	COc1ccc(NC(C#N)c2ccccc2OCc2ccccc2)cc1 (stereo not given)	-6	15%	-3	u	-10%
24	COc1ccc(N2C(=O)C(Cl)=C(N3CCOCC3)C2=O)cc1	-2	-2%	0	38%[activator]	i
25	Cc1onc(-c2ccccc2)c1C(=O)N1CCCC1	-1	-5%	10	-6%	i
26	CC(C)CCNC(=O)C(c1ccncc1)N(C(=O)Cn1nnc(-c2ccc(F)cc2)n1)c1ccccc1F (stereo not given)	16	1%	1	-35%	i
27	CCCCNS(=O)(=O)c1ccc(N2CCCCS2(=O)=O)cc1	x	x	3	-10%	-23%
28	Cc1nnc(SC(C(=O)Nc2cc(Cl)cc(Cl)c2)c2ccccc2)[nH]c1=O (stereo not given)	1	-2%	-1	u	-25%
29	CC1CN(c2nc3ccccc3nc2SCC(=O)Nc2ccc(F)cc2)CC(C)O1 (stereo not given)	1	-2%	1	u	-10%
30	O=C(NNC(=O)c1ccc2c(=O)n3c(nc2c1)CCC3)c1cccc(Cl)c1	-5	1%	-9	8%	i

#	HEK293 tox	aSyn yeast inh	KB-V1 MDR tox	TDP-43 yeast inh
21	-2%[7.66 µM]	3%	-14%	0%[9.22 µM]
22	9%	3%	-25%	-2%
23	-26%	-4%	4%	-31%
24	1%	9%	0%	7%
25	-7%	-2%	10%	3%
26	-4%	-1%	18%	7%
27	0%	x	-30%	23%[9.22 µM]
28	4%	-8%	1%	0%
29	-14%	4%	0%	5%
30	3%	-1%	-4%	4%

Rewritten with bars between the fields: part of the list above
No. | Structure | DRD3 antagonist | GLP1R ag | D3 ag | GLP1R inv ag | PTHR1 agonist | HEK293 tox | aSyn yeast inh | KB-V1 MDR tox | TDP-43 yeast inh
21 | Cc1cc([N+](=O)[O-])ccc1N=Nc1c(N)[nH]n(-c2ccccc2)c1=O | -14 | 2% | -4 | -3%[7.66 µM] | i | -2%[7.66 µM] | 3% | -14% | 0%[9.22 µM]
25 | Cc1onc(-c2ccccc2)c1C(=O)N1CCCC1 | -1 | -5% | 10 | -6% | i | -7% | -2% | 10% | 3%

Further records.
#	Molecule	DRD3 antagonist	GLP1R ag	D3 ag	GLP1R inv ag	PTHR1 agonist
31	OC[C@@H]1CN(Cc2cccs2)C[C@H](n2cnc3c(N4CCOCC4)ncnc32)O1	34	15%	7	48%[activator]	-20%
32	COc1ccc(OC)c2c1CCC2=O	-52*	13%	3	8%	i
33	O=C(Nc1ccc(C(=O)NC2CCCCC2)cc1)c1cncc(Br)c1	-4	-2%	-2	-15%	0%
34	CCOC(=O)N1CCC(=NNc2ncc(C(F)(F)F)cc2Cl)CC1	-16	7%	5	-3%	i
35	CCc1ccc(NC(=O)CC2C(=O)NCCN2C(=O)c2ccccc2OC)cc1 (stereo not given)	15	-2%&1%	4&6	-2%&-4%	20%
36	CC(=O)c1ccc(C(=O)N(Cc2cccnc2)c2nc3c(C)c(C)ccc3s2)cc1	x	x	15	40%[activator]	-37%[inhibitor]
37	CC1CN(C(=O)c2ccc(CNS(=O)(=O)c3cccc(C(F)(F)F)c3)cc2)CC(C)O1 (stereo not given)	5	8%	-3	-3%	4%
38	CC(SC1=NCCN1S(=O)(=O)c1ccc(F)cc1)c1ccccc1 (stereo not given)	8	-1%	2	u	-11%
39	CC(C)C1C2=C(CC(C)(C)CC2=O)ON1c1ccccc1 (stereo not given)	-18	16%	-3	u	u
40	O=C(CNC(=O)c1ccccc1F)NCCOc1ccccc1Cl	2	-2%	4	4%	-5%

#	HEK293 tox	aSyn yeast inh	KB-V1 MDR tox	TDP-43 yeast inh
31	5%	-10%	2%	0%
32	28%	0%	24%	8%
33	3%	0%	u	-10%
34	u	-3%	-22%	0%
35	6%&-10%	4%	26%&0%	0%&6%
36	-13%	x	1%	22µM*
37	19%	-2%	u	-2%
38	-20%	11%	u	u
39	10%	-1%	u	-19%
40	u	1%	-4%	29%

Along the list, from the results shown:
Compounds 10 to 15 in aSyn yeast inh: 0%, 2%, 0%, -1%, 2%, 19%
Compounds 10 to 15 in GLP1R ag: 7%, -1%, -3%, 6%, 19%, -13%

Later entries.
#	Molecule	DRD3 antagonist	GLP1R ag	D3 ag	GLP1R inv ag	PTHR1 agonist
41	O=C(CCS(=O)(=O)c1ccc2c(c1)NC(=O)CO2)NCCc1ccccc1	7	-1%	0	16%	-7%
42	COc1ccc(-c2cc3nc(C)c(CCC(=O)NCc4ccccc4Cl)c(C)n3n2)c(OC)c1	x	3%	6	0%	-14%
43	O=C(CSc1ccc2ccccc2c1)Nn1cnnc1	-8	-1%	4	3%	i
44	COc1ccc(/C=C/C(=O)Nc2ccccc2C(N)=O)cc1S(=O)(=O)N1CCOCC1	0	18%	4	97%[activator]	i
45	CCOC(=O)N1C(=O)NC(=O)C1c1ccccc1 (stereo not given)	58	5%	4	2%	-16%
46	CC(=O)c1ccc(NC(=O)CN2CCN(c3ncccn3)CC2)cc1	-24	0%	70*	3%	i
47	Cc1ccc(S(=O)(=O)N(CC(=O)O)Cc2ccccc2F)cc1	6	-1%	29	15%	-24%[57.5 µM]
48	O=C(NCC(c1ccco1)N1CCN(c2ccccc2)CC1)c1ccco1 (stereo not given)	6	1%	17	u	i
49	COc1ccccc1C(=O)Nc1ccnn1C1CCN(Cc2cnc(N(C)C)s2)CC1	4	3%	-3	3%	i

#	HEK293 tox	aSyn yeast inh	KB-V1 MDR tox	TDP-43 yeast inh
41	-1%	7%	-28%	8%
42	26%	x	-5%	u
43	1%	8%	24%	10%
44	-3%	2%	0%	-7%
45	7%	-1%	3%	15%
46	-13%	-11%	0%	-2%
47	2%	-1%	-13%	20%
48	5%	-3%	u	-4%
49	1%	-6%	-4%	-13%

Results in GLP1R inv ag, for some of the entries so far:
cpd	Compound	GLP1R inv ag
34	CCOC(=O)N1CCC(=NNc2ncc(C(F)(F)F)cc2Cl)CC1	-3%
35	CCc1ccc(NC(=O)CC2C(=O)NCCN2C(=O)c2ccccc2OC)cc1 (stereo not given)	-2%&-4%
